Compound activity (PubChem)
MC4R antagonist: blocks human MC4R cAMP signaling. 360,000 compounds, 0.48% hits. AID 540295. inhibition, % at 6.5 µM. MC4R-expressing cells, MTII-stimulated cAMP, LANCE TR-FRET. P32245;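 active means inhibition above its plate's cutoff, the mean of tested wells on that plate plus 3 SD, cut at about 29% in these data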;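 further: 0% = Melanotan II alone and 100% = Melanotan II plus saturating MCL0020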
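material = U2OS cells stably expressing human melanocortin 4 receptor (MC4R) | also added = Melanotan II challenge | dosing = single nominal compound dose of 6.5 µM | detection = TR-FRET with Eu-cAMP and labeled anti-cAMP, 671 nm | replication = singlicate | timing = compound 30 min, challenge 1 h, detection 1 h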
H9c2 protect: protects H9c2 cardiomyocytes from peroxide injury; H2O2 injury protection, ATPLite, 2 h; protection from H2O2 cell death, % at 20 µM; 360,000 compounds, 0.63% hits; AID 588492;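 active means compounds giving at least 50% protection of heart cells from peroxide-induced death in the single-dose screen, raw or plate-pattern-corrected value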;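 further: 0% = DMSO wells with peroxide and 100% = DMSO wells without peroxide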
Glyco luc inh: blocks N-linked glycosylation in D54 reporter cells; D54 ERlucT glycosylation luciferase reporter, 24 h; percent of 100 nM tunicamycin response; reporter increase, % at 12.5 µM; 360,000 compounds, 0.23% hits;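 active means mean luciferase reporter signal, scaled so untreated is 0 and the glycosylation-blocking control 100, at or above a set limit in every replicate; inconclusive means mean reaches the limit but not every replicate does; inactive means mean below the limit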;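 further: luciferase carries N-glycosylation sites so blocking glycosylation raises the light; 0% = median of neutral control wells and 100% = median of 100 nM tunicamycin wells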
ABCB6 inh MLPCN: blocks the human ABCB6 transporter. Q9NP58. K562-ABCB6 porphyrin accumulation, flow cytometry, 1 h; active compounds read low. fluorescence ratio to DMSO, % at 10 µM. 360,000 compounds, 0.19% hits;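 active means fluorescence ratio to DMSO below 75%, the collection mean minus 3 SD; inconclusive means too few cells collected in the well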;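 further: signal is porphyrin accumulated inside mitochondria; 100% equals median channel fluorescence of DMSO control wells; lower ratio means ABCB6 inhibition with less porphyrin fluorescence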
ABHD5-PLIN5 inh: blocks binding of human ABHD5 to perilipin-5 | Q00G26+Q8WTS1 | Split G. princeps luciferase complementation, luminescence, 4 h | inhibition, % at 4 µM | 360,000 compounds, 0.78% hits;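 active means inhibition above the mean inhibition across every tested compound plus 3 SD, cut at about 22% in these data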;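 further: 0% = DMSO only wells and the 100% control is not disclosed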
Target sequence (Q00G26 whole entry, looked up): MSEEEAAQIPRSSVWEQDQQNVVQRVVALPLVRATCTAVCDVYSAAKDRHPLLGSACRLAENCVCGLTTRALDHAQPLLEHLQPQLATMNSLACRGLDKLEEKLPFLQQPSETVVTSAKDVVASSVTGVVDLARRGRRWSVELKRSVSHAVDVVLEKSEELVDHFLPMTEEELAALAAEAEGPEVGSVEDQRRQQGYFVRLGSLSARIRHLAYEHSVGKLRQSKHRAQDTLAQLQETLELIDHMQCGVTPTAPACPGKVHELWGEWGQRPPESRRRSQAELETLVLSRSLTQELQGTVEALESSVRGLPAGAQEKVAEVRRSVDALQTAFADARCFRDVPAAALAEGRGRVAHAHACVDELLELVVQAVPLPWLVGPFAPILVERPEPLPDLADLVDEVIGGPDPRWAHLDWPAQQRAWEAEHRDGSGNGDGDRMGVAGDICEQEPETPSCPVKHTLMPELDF
Target sequence (Q8WTS1 whole entry, looked up): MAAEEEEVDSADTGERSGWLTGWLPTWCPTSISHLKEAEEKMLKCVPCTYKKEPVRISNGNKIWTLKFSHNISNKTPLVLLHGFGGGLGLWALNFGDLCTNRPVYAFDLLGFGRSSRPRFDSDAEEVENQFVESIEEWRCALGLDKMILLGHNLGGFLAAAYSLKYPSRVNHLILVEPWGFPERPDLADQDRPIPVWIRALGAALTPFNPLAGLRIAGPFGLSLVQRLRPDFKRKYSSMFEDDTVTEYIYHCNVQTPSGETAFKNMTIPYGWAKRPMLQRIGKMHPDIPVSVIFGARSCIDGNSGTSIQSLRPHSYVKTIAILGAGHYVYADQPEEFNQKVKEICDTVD
hiPSC survival: hiPSC single-cell survival enhancement | ATPlite luminescence; 100% = ROCK inhibitor wells, 0% = DMSO | survival enhancement, % at 20 µM | 360,000 compounds, 0.044% hits; in the data active means survival enhancement above about 18%;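 further: cells exposed to compounds for 16 hours before the ATP read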
MC4R ag barr: human MC4R agonism via beta-arrestin; P32245; U2OS MC4R beta-arrestin complementation, luminescence; percent of melanotan II response, DMSO zero; activation, % at 8.9 µM; 360,000 compounds, 0.98% hits; AID 540308;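 active means activation above a per-plate cutoff, the mean activation of sample wells on that plate plus 3 SD, cut at about 8% in these data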
aDG glyco act: increases alpha dystroglycan glycosylation. Pro5-aDG cells, alpha-DG glycosylation AlphaScreen (IIH6); 0% Pro5, 100% B10-LARGE cell signal. activation, % at 10 µM. 360,000 compounds, 0.22% hits. AID 624168;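 active means activation of at least 8% versus controls, or a plate z-score of at least 8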;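 further: Pro5 are CHO cells carrying HIG-tagged alpha-DG that lacks glycosylation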
HTR2A ag: activates the mouse 5-HT2A serotonin receptor. activation, % at 7.6 µM. P35363. CHO-K1 mHTR2A beta-arrestin complementation, luminescence; percent of 30 µM serotonin response. 360,000 compounds, 0.66% hits;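 active means activation above a run cutoff, the mean activation of all tested compounds plus 3 SD, cut at about 14% in these data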;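 further: 0% = plate median of compound wells and 100% = 30 µM serotonin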
Granule exo inh: blocks lytic granule exocytosis | 360,000 compounds, 0.66% hits | AID 651702 | TALL-104 LAMP-1 surface exposure, flow cytometry; cells stimulated with thapsigargin and PMA | inhibition, % at 10 µM;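 active means inhibition above about 55%, limit read from the data; inconclusive means no clear call, values can overlap the other calls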
Active calls of the source: *; i = inactive; u = inconclusive; x = no result given. Random draw from the library; any-hit rate near 4.5%.

Molecule	aDG glyco act	H9c2 protect	Granule exo inh	ABHD5-PLIN5 inh	MC4R antagonist	HTR2A ag	Glyco luc inh	ABCB6 inh MLPCN	hiPSC survival	MC4R ag barr
OC(c1ccccc1)c1cccnc1 (stereo unspecified)	-0.4	-4.0	3.4	-8.1	1.4	-3.4	0.1	91.0	0.0	-3.2
COc1cccc(C(=O)Nc2cccc(-c3nnc(-c4ccco4)o3)c2)c1	-0.6	113.3*	22.7	0.3	17.1	-1.6	0.5	95.0	0.3	0.3
CCCCn1nc2cc(C(=O)NCc3ccc4c(c3)OCO4)ccc2c1OCC	0.1	2.5	0.8	2.8	11.4	-1.1	-1.1	96.0	2.8	-0.8
CCOC(=O)c1c(S(=O)(=O)N2CCC(C)CC2)c(C)n(C)c1C	0.0	-1.7	-1.8	-0.9	9.4	-1.8	-1.2	107.0	-0.4	-3.8
O=C1CCCC2=C1C(c1ccccc1)CC(=O)N2c1ccc(F)cc1F (stereo unspecified)	0.1	0.6	4.8	-3.9	13.4	-5.4	0.2	104.0	1.9	-0.7
O=C1c2ccccc2C(=O)N1CC1c2ccccc2CCN1C(=O)N1CCOCC1 (stereo unspecified)	0.4	10.6	-0.8	-7.0	8.6	-1.0	-0.6	103.0	1.5	-2.9
CC(C)(Oc1ccc(Cl)cc1)C(=O)NC1CCN(Cc2ccccc2)CC1	0.4	2.1	7.4	2.2	-1.5	-2.7	-0.6	98.0	0.2	-4.4
COc1ccccc1NS(=O)(=O)c1cc(C(=O)NCC(c2ccc(F)cc2)N2CCOCC2)ccc1C (stereo unspecified)	-0.1	5.6	-4.4	2.8	10.3	-4.3	-3.0	97.0	-0.3	-2.4
O=C(N/N=C/c1cccc(O)c1)c1ccc(NC(=O)C2CCCCC2)cc1	-0.2	10.5	-2.0	8.1	3.3	-4.4	-5.1	101.0	-0.2	-2.4
O=C(c1ccccc1)c1ccccc1N1C(=O)C=CC1=O	-0.4	-18.0	-9.7	44.0*	28.1	-6.7	-11.2	138.0	2.7	-4.1
COc1ccc(CNC(=O)c2ccc(Cl)c(S(=O)(=O)N3CCOCC3)c2)cc1OC	2.6	-16.7	-5.2	-1.3	6.8	2.6	-1.7	i	0.0	-1.0
CC(C)c1ccccc1NC(=O)COC(=O)c1cc([N+](=O)[O-])ccc1N1CCOCC1	0.3	-2.9	0.4	-8.8	-2.5	-6.1	-4.6	97.0	1.6	-4.3
COc1cccc(-c2nn(-c3ccccc3)cc2/C=C\C(=O)c2cccs2)c1	-0.7	-2.9	-7.4	3.9	7.9	-0.6	u	104.0	0.5	-1.5
COc1cc(C=O)ccc1OCCOCCOc1ccc(Cl)cc1	-0.1	-14.6	u	-4.8	5.2	-6.5	-0.2	95.0	-2.7	0.9
CC(OC(=O)c1cc(=O)c2cc(Cl)ccc2o1)C(=O)N1CCCC1 (stereo unspecified)	-0.1	1.9	4.9	-2.5	0.4	10.6	1.6	93.0	-0.5	-2.4
Cc1nn(C2CCS(=O)(=O)C2)c(Cl)c1/C=C/C(=O)OCC(=O)Nc1ccccc1[N+](=O)[O-] (stereo unspecified)	1.7	4.8	-1.5	0.4	12.2	1.3	-2.0	100.0	-0.9	-2.3
COc1cccc(C(=O)Nc2nc(SCc3ccc(Cl)cc3)n[nH]2)c1	-0.2	5.0	8.6	-0.8	-6.3	-3.2	3.8	106.0	-0.4	-0.1
CCC(=O)N1CCc2cc(S(=O)(=O)N3CCc4ccccc43)ccc21	-0.1	-9.0	-2.2	-2.0	-5.8	-1.1	1.4	96.0	-0.8	-1.1
Cc1cccc(C(=O)Oc2ccc(/C=N/NC(=O)c3ccccc3O)cc2)c1	-0.1	-3.2	-0.2	-6.0	2.7	-0.8	-0.2	101.0	2.1	4.5
CC(C)n1cnc2cc(NCc3nc4ccccc4n3C)ccc21	0.1	-17.1	-1.4	5.4	-0.3	3.8	-11.6	98.0	-2.0	-1.5
Cc1sc2ncnc(N3CCN(S(=O)(=O)c4ccc(C(C)(C)C)cc4)CC3)c2c1C	4.0	-25.1	-0.6	3.7	3.2	2.4	-6.3	84.0	-1.7	-1.0
CCN1CCN(C(c2cccc(OC)c2)c2sc3nc(C)nn3c2O)CC1 (stereo unspecified)	0.3	-0.4	-3.2	2.0	-1.0	-1.8	-3.6	99.0	1.8	-1.3
ClC1=CN(C2=NCCC2)CC1	-0.2	-0.1	-1.9	6.9	x	1.7	1.2	97.0	-0.6	x
COC(=O)Cc1nc(Nc2ccccc2)sc1C	-0.1	-6.0	-3.0	1.1	3.2	0.9	-1.4	97.0	-0.7	-0.7
CCCSc1nc(C)c(C(C)=O)cc1C#N	-0.2	6.4	-6.0	6.2	-15.4	4.3	-0.8	100.0	1.3	0.4
COc1cc(-c2[nH]ncc2CN2CCCC2c2nonc2C)cc(OC)c1OC (stereo unspecified)	0.0	-3.3	-3.0	2.3	7.0	0.8	2.7	199.0	-0.7	-0.9
O=C(COc1ccc(Cl)cc1Br)NC(=O)NC1CCCC1	0.1	3.8	3.4	-8.9	-0.6	-0.6	-1.3	97.0	-0.4	6.7
C[C@@H]1CCCCO[C@H](CN(C)C(=O)Nc2cccc3ccccc23)[C@@H](C)CN([C@H](C)CO)C(=O)c2cc(NC(=O)c3ccccc3)ccc2O1	-0.2	10.9	6.6	1.2	14.7	9.2	-1.1	95.0	0.6	-2.4
Cc1ccc(C(=O)NCCc2nc3ccccc3[nH]2)cc1[N+](=O)[O-]	0.0	20.2	0.3	-7.5	6.8	1.3	0.3	98.0	-1.5	-2.7
Cc1ccc(C)n1NC(=O)c1ccccc1O	0.0	-7.5	2.1	-2.6	3.4	0.4	-0.2	100.0	-0.3	-2.1
O=C(Cc1cccc(NC(=O)C2CCCN(C(=O)CCc3ccccc3)C2)c1)Nc1ccc(C(=O)N2CCOCC2)cc1 (stereo unspecified)	0.1	-21.2	-2.3	-9.0	6.2	-4.2	0.2	100.0	-2.3	-0.4
COCCCNC(=S)N1CCN(c2nc(-c3ccccc3)cs2)CC1	0.3	-1.6	4.8	2.7	7.3	-3.6	0.3	95.0	-0.6	-0.3
Cc1nc(SCC#N)c2c3c(sc2n1)CCC3	0.3	-2.9	-0.6	2.1	-4.7	3.2	-1.3	95.0	-1.2	-2.4
CCC(C)n1c(SCC(=O)Nc2cc(C)on2)nc2ccccc2c1=O (stereo unspecified)	0.0	5.9	1.1	-0.8	4.7	-0.9	9.0	95.0	-3.9	1.0
Cc1ccc(S(=O)(=O)c2nc(N3CCOCC3)sc2Cl)cc1	-0.1	-14.2	-14.0	-0.9	6.4	2.0	-0.4	101.0	4.0	0.5
CCOC(=O)N/N=C\c1ccc(OC/C=C/c2ccccc2)c(OC)c1	-0.1	2.3	2.3	-0.6	4.6	-9.5	0.3	101.0	-0.1	-1.8
Cc1cccc(OCCNC(=O)CSc2ccc(C(F)(F)F)cc2[N+](=O)[O-])c1	-0.4	-2.5	-2.3	-6.0	23.3	-0.5	4.3	98.0	3.1	3.8
C/C(=N\NC1=NCCN1)c1ccccc1	0.0	5.5	-0.5	-1.3	1.4	-3.1	-2.7	98.0	-0.3	-2.1
O=C(c1ccc(F)cc1)N1CCN(C2CCCCC2)CC1	0.2	-0.9	0.2	-0.6	-3.1	-1.8	1.8	99.0	-0.4	0.6
Fc1ccc(-c2cc3nc(-c4ccccc4)cc(N4CCN(CCN5CCOCC5)CC4)n3n2)cc1	0.7	-4.8	73.2*	17.4	1.4	-5.8	-4.6	94.0	-2.0	1.5
Cc1ccc2c(COC(=O)C3CSC4(C)CCC(=O)N34)cc(=O)oc2c1C (stereo unspecified)	-0.1	10.1	2.3	-6.4	-4.5	0.3	-0.2	97.0	0.2	-2.1
O=S(=O)(NC(=S)NC1CCCCC1)c1ccc(Cl)cc1	-0.1	-6.8	2.1	-0.2	3.6	-6.7	-1.4	100.0	1.5	-1.1
CC(NC(=O)CN(C)CC(=O)Nc1cccc(F)c1)c1ccccc1 (stereo unspecified)	-0.2	2.6	0.5	1.2	0.3	-3.7	-1.5	101.0	-0.3	-2.4
Cc1cccc(S(=O)(=O)N(C)C[C@@H]2OCc3cn(nn3)CCCC(=O)N([C@H](C)CO)C[C@H]2C)c1	-0.1	-2.3	-1.6	-3.8	5.1	13.0	1.8	95.0	-0.5	-1.1
COc1ccc(-n2c3c(cc(C#N)c2=O)C(=O)CCC3)cc1	0.0	6.3	-1.8	4.4	14.8	2.1	0.5	94.0	0.3	-0.6
CC(=O)Nc1nc2n(n1)C(c1ccc(F)cc1)C=C(c1ccccc1)N2 (stereo unspecified)	0.6	26.6	0.4	-4.8	1.3	0.9	-0.2	103.0	1.9	-1.2
CCN1CCN(c2ccc(NC(=O)c3cccc4ncccc34)cc2)CC1	-0.1	14.0	-2.2	1.5	-1.2	-0.2	3.3	101.0	-2.1	-0.3
Cc1cccc(OCC(O)Cn2ccnc2C)c1 (stereo unspecified)	0.0	-4.0	-2.6	5.5	-1.9	4.3	-0.6	99.0	1.5	0.3
CCN(CC)S(=O)(=O)c1ccc(Cl)c(C(=O)NCC2CCCO2)c1 (stereo unspecified)	0.3	-2.5	-3.4	-0.9	11.0	3.3	3.5	97.0	-0.7	-0.1
N#CC1=C(SCc2ccccc2Cl)NC(=O)C(C(N)=O)C1 (stereo unspecified)	-0.1	2.6	-0.7	-6.0	4.0	3.1	-1.1	91.0	-0.7	-1.4

Remaining list, next part.
Molecule	aDG glyco act	H9c2 protect	Granule exo inh	ABHD5-PLIN5 inh	MC4R antagonist	HTR2A ag	Glyco luc inh	ABCB6 inh MLPCN	hiPSC survival	MC4R ag barr
COc1ccc(S(=O)(=O)Nc2cc(C(=O)NC3CCCCCC3)ccc2N2CCOCC2)cc1	0.2	10.6	-6.7	-2.1	7.0	-3.3	-6.0	101.0	0.9	0.4
CC(C)Cn1c(C23CC4CC(CC(C4)C2)C3)n[nH]c1=S	0.0	-3.8	27.8	-8.4	2.5	2.7	-2.8	100.0	-0.2	1.9
CCc1ccc(/C=C2/C(=O)N(C)C(=S)N2CC(=O)OC)s1	-0.2	-1.1	-0.4	-0.1	-0.9	1.4	2.1	102.0	-0.5	0.8
O=C(CSc1n[nH]c(=O)n1C1CC1)c1ccc(F)cc1	0.0	1.7	-7.3	-2.1	-3.3	-1.9	6.0	100.0	0.3	-1.0
O=C1CN(C(=O)CNCc2ccc(Cl)cc2)c2ccccc2N1	0.0	-0.5	18.7	-1.1	-0.5	0.2	1.4	102.0	-0.2	-1.2

Three compounds already listed, ordered by the value under aDG glyco act, lowest first.
| Molecule | aDG glyco act |
| --- | --- |
| CCc1ccc(/C=C2/C(=O)N(C)C(=S)N2CC(=O)OC)s1 | -0.2 |
| CC(C)Cn1c(C23CC4CC(CC(C4)C2)C3)n[nH]c1=S | 0.0 |
| COc1ccc(S(=O)(=O)Nc2cc(C(=O)NC3CCCCCC3)ccc2N2CCOCC2)cc1 | 0.2 |
